High-throughput results from PubChem BioAssay.
IL1B NFkB inh = blocks IL-1B driven NFkB nuclear translocation in HUVEC cells. HUVEC IL-1B NFkB p65 nuclear translocation imaging. inhibition, % at 2 µM. 94,000 compounds, 0.43% hits. AID 796;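 active = inhibition above about 30% together with a positive call from visual inspection of the well image, limit read from the data; inconclusive = inhibition above a set limit but visual check negative; inactive = inhibition not above a set limit, visual check negative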;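 also: nuclear over cytoplasmic p65 intensity ratio measured by imaging; 0% = IL-1B stimulated DMSO wells and 100% = unstimulated DMSO wells; values of inactives mirror those of a sister screen read the other way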
Bcl-B TR3 displacers = displacers of TR3 peptide from Bcl-B, primary screen, selectivity assay for Bfl-1 inhibitor project, biochemical, fluorescence polarization; FP displacement of FITC-TR3 peptide from Bcl-B; higher % means a stronger effect; displacement, % at 20 µM, or IC50 in µM where a hit was titrated; 96,000 compounds, 0.11% hits; AID 748;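 active = displacement above 50% at 20 µM plus a fluorescence interference ratio under 1.5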;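 also: plate controls were wells without compound for no effect and wells lacking Bcl-B protein for full effect; a part of the inactive calls stands beside numbers as strong as those of hits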
IL1B NFkB pot = enhances IL-1B driven NFkB nuclear translocation; 94,000 compounds, 0.3% hits; HUVEC IL-1B NFkB p65 nuclear translocation imaging; activation, % at 2 µM;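 active = activation above 40%, about the mean plus 3 SD, also judged a hit on visual image review; inconclusive = activation above 40% but not a hit on visual review; inactive = activation not above 40% and no visual hit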;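 also: percent activation is computed from the nuclear over cytoplasmic p65 intensity ratio; values of inactives mirror those of a sister screen read the other way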
PLAP inhibitors HTS = PLAP enzyme inhibitors, biochemical, luminescence, HTS (AID 690); 96,000 compounds, 0.08% hits; purified PLAP, luminescent substrate; higher % means a stronger effect; inhibition, % at 20 µM; hits with a dose series show IC50 in µM; in the data active = a potency from the dose series; inactive = the rest, 99 in 100 with inhibition below about 30%; also: strong numbers were not always called active
MRP resist rev = reverses drug resistance mediated by MRP. AID 602. 85,000 compounds, 0.04% hits. H69AR cells + 2 uM doxorubicin, CellTiter-Glo, 72 h. differential viability (reversal), % at 10 µM;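 active = viability drop by adding the cancer drug above about 55%, with treated viability meeting a 40% cutoff, limit read from the data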;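 also: viability without doxorubicin minus viability with 2 µM doxorubicin for each compound; larger differential means the compound sensitizes cells more to doxorubicin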
MRP resist rev cytotoxicity = further read-out of MRP resist rev, marked with its call; viability, %; H69AR cells, CellTiter-Glo, 72 h; measured here: cytotoxicity without doxorubicin
MRP resist rev with doxorubicin = second read-out of MRP resist rev, no call of its own (marks repeat the call); viability, %; measured here: viability with 2 uM doxorubicin; hits give low values
IL1B NFkB inh cell count 2 µM = also measured in IL1B NFkB inh; calls as there; cell count; measured here: cells passing quality filter;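 raw number of nuclei counted in each imaged well without normalization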
IL1B NFkB pot cell count 2 µM = recorded beside IL1B NFkB pot, whose call it bears; cell count; measured here: cells passing quality filter
Active calls of the source: *; ? = inconclusive; . = not tested or not shown. Not all compounds are listed, so the mix of outcomes need not match the whole.

SMILES	IL1B NFkB inh	IL1B NFkB inh cell count 2 µM	Bcl-B TR3 displacers	IL1B NFkB pot	IL1B NFkB pot cell count 2 µM	PLAP inhibitors HTS	MRP resist rev	MRP resist rev cytotoxicity	MRP resist rev with doxorubicin
CCN(CC)c1ccc(NC(=O)Cn2nnc(-c3cccc(OC)c3OC)n2)c(C)c1	-8	72	-6%	8	72	-11%	-2	96	98
CCOc1ccccc1CNC(=O)C1CCN(C(=O)c2sccc2-n2cccc2)CC1	0	103	-5%	0	103	-28%	.	.	.
O=C(/C=C/c1cccs1)NC(=S)NNC(=O)Cc1cccs1	-5	119	.	5	119	.	-15	44	59
COc1cccc(N(CC(=O)N2CCN(C)CC2)S(=O)(=O)c2ccc(C)cc2)c1	-6	127	9%	6	127	-50%	1	91	90
CCn1c(CNc2ccc(Cl)cc2)nnc1SCCN1CCCCC1	-13	157	.	13	157	.	6	79	73
COc1ccc(NC(=O)C2CC(=O)N(C(C)C)C2)cc1 (stereo unspecified)	-9	79	1%	9	79	11%	-7	101	108
CCOc1ccccc1N1CCN(S(=O)(=O)c2ccc(Cl)s2)CC1	-27	126	-5%	27	126	21%	1	76	75
CCCCOCC1CN(c2ccccc2)C(=O)CS1 (stereo unspecified)	5	185	7%	-5	185	-22%	14	100	86
CC(=O)Oc1ccc(N2C(=O)C3C(C2=O)C2(C)C=CC3(C)O2)cc1 (stereo unspecified)	.	.	1%	.	.	-7%	1	2	2
O=C(CSc1nnc(-c2ccc(Br)cc2)o1)N1CCN(C(=O)c2ccco2)CC1	-10	91	-1%	10	91	11%	7	82	75
CCOC(=O)c1ccc(NC(=O)c2ccc(CO)c(C(=O)NC3CCN(C(=O)OCC)CC3)c2)cc1	-22	165	1%	-3	62	10%	15	85	71
Cc1cc(NC(=O)c2ccc(S(=O)(=O)N(C)C)cc2)no1	-19	138	-3%	19	138	-1%	10	97	87
Cc1nc2cc(C(=O)O)ccc2n1-c1ccccc1	.	.	-12%	.	.	-14%	1	81	81
COc1ccc(N(Cc2cc(=O)[nH]c3ccccc23)C(=O)c2ccco2)cc1	-25	127	2%	25	127	-51%	-25	77	102
Cc1occc1C(=O)NCc1ccc2c(c1)OCO2	2	50	-4%	-2	50	8%	-3	92	95
Cc1ccc(CCNC(=O)C2CCCN(C(=O)c3cc4sccc4n3C)C2)cc1 (stereo unspecified)	-29	126	-13%	29	126	-62%	.	.	.
COc1cc2c(cc1OC)C(c1ccco1)CC(=O)N2 (stereo unspecified)	.	.	1%	.	.	13%	7	98	91
Cc1ccc(S(=O)(=O)NCC(=O)N(CC(=O)NCc2ccco2)Cc2cccs2)cc1	-2	165	-6%	2	165	2%	-6	79	84
CC1C2=C(CCCC2=O)N(c2cccc3ccccc23)C2=C1C(=O)CCC2	-12	184	.	12	184	.	8	95	87
COc1ccc(CC(=O)Nc2cccc(-c3nnc(-c4ccccc4)o3)c2)cc1OC	-10	188	-2%	10	188	-20%	13	51	38
CC(=O)c1c(C(C)=O)c(C)n(CCCCn2c(C)c(C(C)=O)c(C(C)=O)c2C)c1C	1	148	.	-1	148	.	19	86	67
Cn1c(C(=O)NC2CCCC2)cc2c(=O)n(C)c3ccccc3c21	-2	183	-142%	2	183	-69%	3	61	57
O=C(NCC1CCCO1)C1c2ccccc2C(=O)N1Cc1ccc2c(c1)OCO2 (stereo unspecified)	6	111	0%	-6	111	4%	3	88	84
COc1ccc(CNC(=O)[C@H](C)NC(=O)C2CCN(S(=O)(=O)c3ccc(C)cc3)CC2)cc1	3	149	4%	-3	149	-52%	1	101	100
O=C(Cc1cccs1)Nc1cccnc1	-15	111	2%	15	111	3%	.	.	.

Next entries.
SMILES	IL1B NFkB inh	IL1B NFkB inh cell count 2 µM	Bcl-B TR3 displacers	IL1B NFkB pot	IL1B NFkB pot cell count 2 µM	PLAP inhibitors HTS	MRP resist rev	MRP resist rev cytotoxicity	MRP resist rev with doxorubicin
COc1cccc(N2CCN(C(=S)Nc3cccc(C)c3)CC2)c1	4	104	-7%	-3	104	9%	.	.	.
O=C(CN1CCN(Cc2ccccc2)CC1)c1ccc(Br)cc1	12	163	10%	-12	163	-18%	-14	77	92
CCOC(=O)N1CCC(n2c(=S)[nH]c3cc(OC)c(OC)cc3c2=O)CC1	6	130	2%	-5	130	-39%	-23	34	57
CCn1ncc(Cl)c1C(=O)NC(C)c1ccccc1 (stereo unspecified)	-31	131	1%	31	131	-10%	7	85	78
CCOC(=O)CSc1ccc2nnc(-c3cccs3)n2n1	-11	78	.	11	78	.	.	.	.
Cc1cccc(NC(=O)c2c(O)c3cccc4c3n(c2=O)CC4)c1	?	.	.	-48	131	.	3	72	69
COC(=O)C1C(=O)C2=C(CC1C)NC(=O)CC2c1ccc(O)c(OC)c1 (stereo unspecified)	2	93	0%	-2	93	1%	.	.	.
Cc1cc2nc(SCCN3CCOCC3)[nH]c2cc1C	5	111	.	-5	111	.	19	109	90
CN1CCCC(OC(=O)COc2ccccc2)C1 (stereo unspecified)	-24	139	10%	24	139	-7%	7	87	80
CCN(CC)S(=O)(=O)c1cc(C(=O)OCC(=O)c2ccc3c(c2)NC(=O)CO3)ccc1Cl	19	133	-4%	-19	133	13%	.	.	.
CCOC(=O)CSc1cc(C)nc(NC(C)=O)n1	-7	131	4%	7	131	11%	11	100	89
O=C(CCN1CCOCC1)NCC1COc2ccccc2O1 (stereo unspecified)	-4	129	.	4	129	.	2	92	90
CCCC(=O)Nc1c(C)nn(C(=O)CCC)c1C	-7	131	-8%	7	131	-3%	-3	86	89
COc1ccc(-c2noc(N3CCC(C(=O)N4CCN(c5ccccn5)CC4)CC3)n2)cc1	2	91	-6%	-3	91	-2%	-10	57	66
CC(C)Oc1cccc(C(=O)NC(=S)N2CCN(c3ccc(C(F)(F)F)cc3[N+](=O)[O-])CC2)c1	-11	176	0%	11	176	7%	.	.	.
CCC(=O)Nc1ncc2c(n1)CC(c1ccco1)CC2=O (stereo unspecified)	-4	111	.	4	111	.	-3	93	96
CCCc1nc(SCC(=O)N2CCN(c3ccccc3)CC2)c2c(=O)n(C)c(=O)n(C)c2n1	-11	57	.	11	57	.	15	91	76
CC(C)CNC(=O)CC(=O)N/N=C/c1ccc(Br)cc1	-15	178	6%	15	178	.	.	.	.
Cc1ccc2c(c1)C(N1CCCC1=O)CC(c1ccco1)N2 (stereo unspecified)	9	162	6%	-9	162	-21%	.	.	.
CCOC(=O)c1cnn(CC2CCCCC2)c1N	.	.	-2%	.	.	-13%	6	84	78
O=C(NC1CCCCC1)N1CCCC(c2nc(-c3ccc(S(=O)(=O)N4CCCC4)cc3)no2)C1 (stereo unspecified)	-7	213	0%	7	213	-13%	13	35	21
CC(C)OCCCn1c(=S)[nH]c2cc3c(cc2c1=O)OCO3	5	168	9%	-5	168	6%	9	98	89
Cc1ccc(NC(=O)c2c(C)noc2C)cc1	2	184	6%	-2	184	15%	15	102	87
Cc1ccccc1C(=O)Nc1cccc(-c2nnc(SCC(=O)O)n2C)c1	1	155	1%	-1	155	-21%	3	95	92
COC(=O)c1ccc(CSc2nnnn2-c2ccccc2)o1	8	68	6%	-8	68	14%	0	92	92

Given in markdown: 3 of the compounds above.
| smiles | IL1B NFkB inh | IL1B NFkB inh cell count 2 µM | Bcl-B TR3 displacers | IL1B NFkB pot | IL1B NFkB pot cell count 2 µM | PLAP inhibitors HTS | MRP resist rev | MRP resist rev cytotoxicity | MRP resist rev with doxorubicin |
| --- | --- | --- | --- | --- | --- | --- | --- | --- | --- |
| COc1cccc(N2CCN(C(=S)Nc3cccc(C)c3)CC2)c1 | 4 | 104 | -7% | -3 | 104 | 9% | . | . | . |
| O=C(CN1CCN(Cc2ccccc2)CC1)c1ccc(Br)cc1 | 12 | 163 | 10% | -12 | 163 | -18% | -14 | 77 | 92 |
| CCOC(=O)N1CCC(n2c(=S)[nH]c3cc(OC)c(OC)cc3c2=O)CC1 | 6 | 130 | 2% | -5 | 130 | -39% | -23 | 34 | 57 |

Reformatted: 2 of the compounds above.
The line under a structure holds: IL1B NFkB inh | IL1B NFkB inh cell count 2 µM | Bcl-B TR3 displacers | IL1B NFkB pot | IL1B NFkB pot cell count 2 µM | PLAP inhibitors HTS | MRP resist rev | MRP resist rev cytotoxicity | MRP resist rev with doxorubicin
> COc1cccc(N2CCN(C(=S)Nc3cccc(C)c3)CC2)c1
 : 4 | 104 | -7% | -3 | 104 | 9% | . | . | .
> O=C(NC1CCCCC1)N1CCCC(c2nc(-c3ccc(S(=O)(=O)N4CCCC4)cc3)no2)C1 (stereo unspecified)
 : -7 | 213 | 0% | 7 | 213 | -13% | 13 | 35 | 21

More results follow.
SMILES	IL1B NFkB inh	IL1B NFkB inh cell count 2 µM	Bcl-B TR3 displacers	IL1B NFkB pot	IL1B NFkB pot cell count 2 µM	PLAP inhibitors HTS	MRP resist rev	MRP resist rev cytotoxicity	MRP resist rev with doxorubicin
Cc1c(C(=O)N2CCN(S(C)(=O)=O)CC2)oc2ccccc12	-22	131	3%	22	131	6%	-11	96	107
CCCNS(=O)(=O)c1cccn1-c1ncc(C(F)(F)F)cc1Cl	-12	170	-3%	12	170	16%	-10	105	115
Cc1ccc(Cl)cc1N1CCN(S(=O)(=O)c2ccc3c(c2)OCCO3)CC1	-25	110	3%	25	110	8%	5	90	84
CCNc1ccc(Br)cc(C(=O)/C=C/c2c(Cl)cccc2Cl)c1=O	-4	137	.	4	137	.	-1	2	3
O=S(=O)(c1ccc2c(c1)OCCO2)N1CCN(Cc2ccc3c(c2)OCO3)CC1	-4	174	1%	4	174	17%	-5	88	92
COc1ccc(OC)c(-n2c(SCC(N)=O)nnc2-c2c[nH]c3ccccc23)c1	.	.	-3%	.	.	-41%	-1	81	82
Brc1ccc(/C=N/Nc2ncnc3c2cnn3Cc2ccccc2)cc1	0	58	-5%	0	58	-14%	.	.	.
Nn1c(Nc2ccccc2)nc2sc3c(c2c1=O)CCC3	19	135	-23%	-19	135	-71%	-27	58	85
CCn1ncc(Br)c1C(=O)Nc1cc(C(=O)OC)ccc1C(=O)OC	.	.	-8%	.	.	13%	-3	83	86
Cc1cccc(-n2nnnc2SCC(=O)c2cc(C)n(Cc3ccco3)c2C)c1	-5	119	-14%	5	119	19%	-16	7	24
CC1(C)NC(=O)N(CCOCCOc2ccccc2)C1=O	4	61	-17%	-5	61	6%	3	102	99
CCN(CC)CCCNC(=O)c1ccccc1C	4	187	6%	-4	187	6%	3	101	97
CCOC(=O)c1c(NC(=O)CN2CCOCC2)sc2c1CCCC2	.	.	5%	.	.	-51%	-1	63	64
CC(C)(C)C(=O)Nc1cccc(C(=O)c2cccc(NC(=O)C(C)(C)C)c2)c1	11	145	-7%	-11	145	15%	4	63	59
Cc1cc(C)cc(N2C(=O)CC(N3CCOCC3)C2=O)c1 (stereo unspecified)	-14	102	-7%	14	102	7%	13	99	86
Cn1c(NC(=O)c2ccco2)c(-c2ccccc2)c(=O)c2ccccc21	1	106	19%	-1	106	-31%	7	99	91
CCO/N=C(\C)c1c(O)c(CC)c(-c2ccccc2)n(-c2ccccc2)c1=O	-4	146	.	4	146	.	-2	99	101
COC(=O)c1cc2c(=O)n3ccccc3nc2n(C)c1=N	.	.	7%	.	.	-6%	2	99	97
N#CCSc1nnc(COc2ccccc2)n1-c1ccccc1	-14	99	.	14	99	.	28	81	53

Compound profiles, as listed above. Values in the order: IL1B NFkB inh, IL1B NFkB inh cell count 2 µM, Bcl-B TR3 displacers, IL1B NFkB pot, IL1B NFkB pot cell count 2 µM, PLAP inhibitors HTS, MRP resist rev, MRP resist rev cytotoxicity, MRP resist rev with doxorubicin
COC(=O)c1cc2c(=O)n3ccccc3nc2n(C)c1=N reads ., ., 7%, ., ., -6%, 2, 99, 97
CC(C)(C)C(=O)Nc1cccc(C(=O)c2cccc(NC(=O)C(C)(C)C)c2)c1 reads 11, 145, -7%, -11, 145, 15%, 4, 63, 59
